# Screening data (PubChem BioAssay)
# proCasp7 act: procaspase-7 activators, primary screen, counter-screen for procaspase-3 activator project, biochemical, absorbance, HTS, human; AID 463210, 2010; recombinant procaspase-7, Ac-DEVD-pNA absorbance 405 nm; D23A/D198A/D206A triple mutant, cannot self-cleave; scale: DMSO 0, 5 µM enzyme 100; Caspase-7 (Homo sapiens), P55210; activation, % at 8.5 µM; 330,000 compounds, 0.093% hits;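 active means percent activation above the screen-wide mean plus 3 SD, cut at about 25% in these data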
#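 buffer or medium = Zinc-free HEPES/NaCl buffer, pH 7.4 | material = Procaspase-7 triple mutant (PC-7 D3A) | input = 2 µM procaspase-7 mutant as dispensed | signal = Epi-absorbance of released pNA at 405 nm, two timepoints | timing = 1 h preincubation, 2 h reaction | replicates = singlicate compound testing | evaluation = % activation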
# CTSL1 counter: Fasciola hepatica cathepsin L1 inhibitors, primary screen, counter-screen for PFM18AAP inhibitor project, biochemical, QFRET, fluorogenic peptide substrate. recombinant F. hepatica cathepsin L1, Z-Leu-Arg-MCA fluorescence. inhibition, % at 5.96 µM. 300,000 compounds, 0.49% hits. AID 1906, 2009;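 active means inhibition above the mean of all tested compounds plus 3 SD, set per screening campaign, cut at about 17% in these data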;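 further: 0% = plate median of test compound wells and 100% = 1 µM Z-Phe-Ala-diazomethylketone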
# HCV core dimer: inhibitors of HCV core protein dimerization, primary screen, biochemical, TR-FRET, high-throughput; TR-FRET GST/Flag-core106 dimerization, 1536-well; inhibition, % at 5 µM; 300,000 compounds, 0.33% hits; AID 1899, 2009;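 active means inhibition above the mean of all tested compounds plus 3 SD, set per screening campaign, cut at about 45% in these data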
#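 Test system: GST/Flag-tagged HCV core106 proteins; Medium: KF-containing HEPES buffer, pH 7.45, DTT, CHAPS, BSA; Times: compound-protein-antibody incubation 4 h at 22.5 °C; Detection: TR-FRET 671 and 617 nm emission; Benchmarks: wells lacking GST-core106 and wells with excess unlabelled core106.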
# PP5 primary: PP5 phosphatase inhibitors, primary screen, biochemical, fluorescence | Serine/threonine-protein phosphatase 5 (Homo sapiens), P53041 | purified PP5c, OMFP substrate fluorescence | inhibition, % at 6.7 µM | 320,000 compounds, 0.18% hits;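 active means inhibition above the campaign's mean inhibition across all tested compounds plus 3 SD, cut at about 9.5% in these data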;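 further: 0% = DMSO only and 100% = 100 µM cantharidin control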
# VLA-4 inh: inhibition in human VLA-4 binding assay, primary screen, VLA-4 allosteric modulator project, MLPCN library, flow cytometry, VLA-4 expressing cells; ligand binding flow cytometry; inhibition, % (about 7 µM as worked out from the volumes in the protocol); AID 2557, 2010; 330,000 compounds, 0.2% hits; in the data active means inhibition above about 50%
# JMJD2C inh: inhibitors of GASC-1 histone demethylase, primary screen, biochemical, fluorescence, DELFIA europium; 330,000 compounds, 0.069% hits; inhibition, % at 2.35 µM; Lysine-specific demethylase 4C (Homo sapiens), Q9H3R0; GST-JMJD2C(1-420) H3K9me3 demethylation;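 active means more than half of a compound's replicate wells show inhibition beyond 50%, single wells judged on their own value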;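 further: signal counts dimethyl H3K9 product captured on neutravidin plate; 0% = median of DMSO wells and 100% = 0.3 times that DMSO median; strong numbers were not always called active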
# GRK2 inh: compounds blocking aptamer binding on GRK2 – biochemical, human GRK2, bead flow cytometry, HTS, primary screen. Beta-adrenergic receptor kinase 1 (Homo sapiens), P25098. FAM-aptamer displacement from GRK2. inhibition of aptamer binding, % at 10 µM. 330,000 compounds, 0.59% hits. AID 488847, 2010;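 active means inhibition of aptamer binding above 40%, roughly 3 SD of noise, on plates passing a quality check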;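 further: median bead fluorescence of bound FAM aptamer so fluorescent compounds give negative values; no value below 0 was filed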
# Target sequence (P25098 whole entry, looked up): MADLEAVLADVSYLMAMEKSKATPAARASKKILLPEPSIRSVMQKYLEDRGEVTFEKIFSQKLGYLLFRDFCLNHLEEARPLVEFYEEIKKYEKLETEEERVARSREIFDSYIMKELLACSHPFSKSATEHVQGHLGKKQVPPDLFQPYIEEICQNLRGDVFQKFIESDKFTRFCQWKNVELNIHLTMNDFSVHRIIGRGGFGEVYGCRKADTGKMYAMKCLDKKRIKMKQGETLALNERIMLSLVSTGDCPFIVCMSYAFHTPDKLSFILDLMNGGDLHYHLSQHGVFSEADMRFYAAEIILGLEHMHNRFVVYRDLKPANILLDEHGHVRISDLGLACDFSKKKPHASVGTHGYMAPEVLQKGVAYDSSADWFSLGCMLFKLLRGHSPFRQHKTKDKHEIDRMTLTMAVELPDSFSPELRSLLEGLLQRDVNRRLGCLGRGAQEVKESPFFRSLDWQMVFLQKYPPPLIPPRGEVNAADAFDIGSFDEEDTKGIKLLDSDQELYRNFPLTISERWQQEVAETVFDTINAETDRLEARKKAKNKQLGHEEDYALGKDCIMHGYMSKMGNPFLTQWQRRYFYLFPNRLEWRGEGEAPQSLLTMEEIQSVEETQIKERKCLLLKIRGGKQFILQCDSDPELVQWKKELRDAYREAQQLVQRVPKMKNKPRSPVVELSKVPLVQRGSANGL
# PP1 counter: PP1-alpha phosphatase inhibitors, primary screen, counter-screen for PP5 inhibitor project, biochemical, fluorescence, OMFP substrate, single point; inhibition, % at 6.7 µM; purified PP1alpha; AID 2235, 2010; Serine/threonine-protein phosphatase PP1-alpha catalytic subunit (Homo sapiens), P62136; 320,000 compounds, 0.9% hits;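 active means inhibition above the mean inhibition of all tested compounds plus 3 SD, computed separately for each screening campaign, cut at about 15% in these data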
# Target sequence (P62136 whole entry, looked up): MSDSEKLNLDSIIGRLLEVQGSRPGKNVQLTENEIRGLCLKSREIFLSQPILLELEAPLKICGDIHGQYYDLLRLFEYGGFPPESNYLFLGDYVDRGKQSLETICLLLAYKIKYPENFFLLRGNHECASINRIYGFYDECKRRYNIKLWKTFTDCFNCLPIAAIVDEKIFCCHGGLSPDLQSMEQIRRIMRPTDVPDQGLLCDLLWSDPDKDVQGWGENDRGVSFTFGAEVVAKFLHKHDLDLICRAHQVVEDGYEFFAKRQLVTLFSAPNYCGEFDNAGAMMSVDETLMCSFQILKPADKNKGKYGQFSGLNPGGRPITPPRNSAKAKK
# procasp3 activ: activators of human procaspase-3 D3A mutant, primary screen, biochemical, absorbance, PC-3 D3A mutant, single concentration. Caspase-3 (Homo sapiens), P42574. recombinant procaspase-3 D3A, Ac-DEVD-pNA absorbance 405 nm. activation, % at 8.5 µM. 330,000 compounds, 0.11% hits;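 active means activation above the mean of all tested compounds plus 3 SD, cut at about 21% in these data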;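 further: 0% = DMSO alone and 100% = DMSO wells spiked with extra 5 µM PC-3 D3A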
#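 Test system: Procaspase-3 D3A mutant, all three cleavage aspartates alanine | Dosing: Single dose, 8.5 µM nominal compound, 0.8% DMSO | Schedule: 1 h preincubation, 2 h reaction | Technique: 405 nm absorbance of p-nitroaniline, reads at 0 and 120 min | Repeats: One well per compound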
# The depositor's hits bear a star; · = not tested or not shown. Rows are unselected; 2.6% or so of the library scored in one or more.
SMILES,proCasp7 act,CTSL1 counter,HCV core dimer,PP5 primary,VLA-4 inh,JMJD2C inh,GRK2 inh,PP1 counter,procasp3 activ
CC(C)(C)C1CCC(OC(=O)C[N+]2(C)CCCCC2)CC1 (configuration not stated),-4,-2,-2,2.5,10,37,0,2,-1
CCCn1nc(C(=O)NNC(=O)C2CSC3(C)CCC(=O)N23)c2ccccc2c1=O (configuration not stated),2,-5,2,-2.7,1,-3,2,-10,0
N#CC1=C(N)Oc2n[nH]c(-c3ccc(F)cc3)c2C1c1cccc(OC(=O)N2CCOCC2)c1 (configuration not stated),6,4,4,3.1,-1,0,3,-1,-14
COc1ccc(CNC(=O)C2CC(c3ccccc3[N+](=O)[O-])=NO2)cc1 (configuration not stated),1,-4,4,2.7,14,29,3,-3,7
Cc1ccccc1NC(=O)N1C2CCCC1CC(NC(=O)C1CC1)C2 (configuration not stated),3,-4,3,1.0,3,-5,2,-2,3
COCCCNc1nc2nonc2nc1N(C)CC1CCCN1C (configuration not stated),4,-1,0,1.9,-5,2,0,0,-7
C/C(=C\c1ccco1)C1C(C#N)=C(N)Oc2n[nH]c(-c3ccccc3)c21 (configuration not stated),8,0,-2,3.0,7,12,2,-4,5
COc1ccc(NS(=O)(=O)c2cc(N=Nc3c(O)[nH]c(=O)[nH]c3=O)ccc2Cl)cc1,-8,·,·,·,4,7,4,·,3
CCCNS(=O)(=O)c1ccc(NC(=O)Cc2cccs2)cc1,1,4,9,0.7,2,-2,1,-1,-6
Nc1ncnc2c1ncn2[C@@H]1O[C@H](COP(=O)(O)O)[C@@H](O)[C@H]1O,2,6,-8,0.2,-16,13,1,2,0

# One compound at a time (already shown). Order of values: proCasp7 act | CTSL1 counter | HCV core dimer | PP5 primary | VLA-4 inh | JMJD2C inh | GRK2 inh | PP1 counter | procasp3 activ
# CC(C)(C)C1CCC(OC(=O)C[N+]2(C)CCCCC2)CC1 (configuration not stated) as listed: -4 | -2 | -2 | 2.5 | 10 | 37 | 0 | 2 | -1
# N#CC1=C(N)Oc2n[nH]c(-c3ccc(F)cc3)c2C1c1cccc(OC(=O)N2CCOCC2)c1 (configuration not stated) as listed: 6 | 4 | 4 | 3.1 | -1 | 0 | 3 | -1 | -14
# COc1ccc(CNC(=O)C2CC(c3ccccc3[N+](=O)[O-])=NO2)cc1 (configuration not stated) as listed: 1 | -4 | 4 | 2.7 | 14 | 29 | 3 | -3 | 7
# Nc1ncnc2c1ncn2[C@@H]1O[C@H](COP(=O)(O)O)[C@@H](O)[C@H]1O as listed: 2 | 6 | -8 | 0.2 | -16 | 13 | 1 | 2 | 0
# COc1ccc(NS(=O)(=O)c2cc(N=Nc3c(O)[nH]c(=O)[nH]c3=O)ccc2Cl)cc1 as listed: -8 | · | · | · | 4 | 7 | 4 | · | 3

# (continued)
SMILES,proCasp7 act,CTSL1 counter,HCV core dimer,PP5 primary,VLA-4 inh,JMJD2C inh,GRK2 inh,PP1 counter,procasp3 activ
COc1ccc(Cl)cc1N1C(=O)[C@@H]2C(c3cccc(OC)c3OC)=NO[C@@H]2C1=O,13,-1,-6,2.7,0,14,6,-4,5
Cc1cc(C(=O)CN2C(=O)C(=O)N(Cc3ccccc3)C2=O)c(C)n1CC1COc2ccccc2O1 (configuration not stated),1,-3,26,1.7,-4,-4,3,12,0
CCCCNC(=O)C1CCN(S(=O)(=O)c2cnc[nH]2)CC1,4,-4,-7,0.4,-21,-165,0,0,2
O=C(CSc1n[nH]c(-c2ccc(Br)cc2)n1)NC1CCCC1,7,·,·,·,-3,-1,0,·,-4
O=C(Nc1ccncc1)c1ccc(Cl)c(Cl)c1,0,3,0,4.8,11,10,0,0,1
CCOCCCNC(=O)Cc1ccc(F)cc1,-6,-3,-10,1.6,-2,2,0,-2,4
COc1ccc(C(=O)c2coc(-c3ccccc3C(=O)O)c2C(=O)O)cc1,8,0,0,1.3,10,0,0,5,2
CCN1CCN(C(c2cccs2)C(C)NC(=O)C(C)C)CC1 (configuration not stated),3,0,-9,4.2,-19,-3,7,9,0
O=C(c1ccco1)N1CCC(c2nc3c(nnn3Cc3ccc(F)cc3)c(=O)[nH]2)CC1,-3,-2,12,2.4,12,-1,0,0,-7
Cc1c(NS(=O)(=O)c2ccc(C(=O)NCc3ccc(F)cc3)cc2)c(=O)n(-c2ccccc2)n1C,-3,·,·,0.4,-6,-3,2,-1,-2
Cc1ccc(N2C(=O)Nc3cc(Cl)c(Cl)cc3N2O)cc1Cl,8,3,8,-0.5,-10,-2,0,-3,6
CN(C)S(=O)(=O)c1cc(NC(=O)COC(=O)C2COc3ccccc3O2)ccc1Cl (configuration not stated),5,-4,-4,1.7,2,-9,0,-1,1
CC(C)(C)c1ccc(Oc2ccc(NC(=O)c3cccs3)cn2)cc1,7,1,-1,3.3,0,5,4,3,0
CN1CCCC(OC(=O)c2ccc(C#N)cc2)C1 (configuration not stated),-2,-1,1,2.3,15,-3,0,0,-3
COc1ccc(CCNC(=O)Cc2cc(OCc3ccccc3)c(OC)cc2[N+](=O)[O-])cc1OC,4,1,-1,4.0,5,-13,1,4,2
CN(C)c1ccc(C2Nc3ccccc3C(=O)N2CCN2CCNC2=O)cc1 (configuration not stated),-5,1,-7,0.7,-3,43,0,-3,-10
CCN1CC2CCCC3(C1)C(=O)NC1(CCCCC1)N=C23 (configuration not stated),-1,-4,-1,-0.9,3,-6,0,-5,10
O=C(NC1CCCCC1)C(c1ccc(O)cc1)N(CC1CCCO1)C(=O)C1COc2ccccc2O1 (configuration not stated),6,0,7,2.5,2,2,7,-4,17
COc1ccc(NC(=O)COC(=O)COc2ccc(Br)cc2)cc1,0,-5,-2,1.2,9,4,0,7,2
CCOCc1nnc(NC(=O)COC)s1,8,1,6,-1.5,8,-3,0,-2,-3
COc1ccccc1C(CC(=O)Nc1ccccc1C)c1ccc(OC(C)C)cc1 (configuration not stated),3,2,12,-0.5,5,-9,3,0,5
CCN(Cc1ccncc1)C(=O)c1cc(COc2c(F)cccc2F)on1,1,-3,-4,-0.5,13,-2,0,-2,-7
CN(C(=O)c1ccc(S(=O)(=O)c2cccc(Cl)c2)c([N+](=O)[O-])c1)C1CCCCC1,2,7,7,4.5,19,0,2,0,2
NC(=O)NC(c1ccccc1)c1ccccc1F (configuration not stated),8,3,-2,-1.2,-12,3,0,-2,0
CC(C)n1nc(C(=O)NC2CCCCCC2)c2ccccc2c1=O,1,·,·,2.5,-9,-11,0,5,4
CC(C)c1ccc(/C=N\NC(=O)c2ccc(Cn3cccn3)o2)cc1,-3,4,9,2.9,4,4,4,0,6
Cc1nn(C(C)C(=O)O)c2ccccc12 (configuration not stated),-2,3,0,1.3,-6,1,0,-6,-2
Cc1cc2ncc(-c3ccc(Cl)cc3)c(N)n2n1,10,2,-1,2.2,6,9,0,-2,6
CC(=O)N1c2ccccc2N(Cc2ccc(C)cc2C)C(=O)C1(C)C,-2,6,13,0.6,-66,4,0,1,-5
CNS(=O)(=O)c1ccc(C(=O)NCC(=O)NCCC(c2ccccc2)c2ccccc2)cc1,-10,·,·,1.6,3,1,0,-2,9
O=C(c1ccc2ccccc2c1)C1CCCN(C(=O)c2cnccn2)C1 (configuration not stated),3,-5,1,0.7,9,7,2,0,0
COc1cccc(CN2C(=O)Nc3ccccc3C(=O)N2C(C)(C)C)c1,1,-2,-2,1.4,-4,-2,1,-8,-3
Oc1ccc(N=Nc2cccc(C(F)(F)F)c2)cc1C=Nc1ccc(N2CCOCC2)cc1,-7,1,-3,2.3,16,-3,0,0,0
CC(C)CCn1nnnc1CN1CCN(c2ccccc2)CC1,6,-2,1,-1.4,41,13,4,-3,-5
CC(C)N1CC(C(=O)Nc2ccc(Cl)c(Cl)c2)CC1=O (configuration not stated),-6,2,-17,-7.0,9,-1,9,-1,6
COc1ccc(C(=O)NCc2ccco2)cc1S(=O)(=O)NC1CC1,-10,·,·,1.0,-1,1,0,0,-13
Cc1ccc(NC(=O)Cn2ccc(=O)[nH]c2=O)cc1,3,1,0,4.6,0,-3,0,-2,0
COc1cccc(Cl)c1NC(=O)N1CCN(c2cc(C)nc3ccccc23)CC1,4,-1,5,1.0,1,3,·,-3,-5
Cc1ccc(C(NC(=O)/C=C\c2ccc3c(c2)OCO3)C(=O)Nc2ccc3c(c2)OCO3)cc1 (configuration not stated),7,-2,10,3.0,15,23,7,4,9
CCC(C)n1cnc2c(c1=O)c1nc3ccccc3nc1n2Cc1ccccc1OC (configuration not stated),10,3,21,0.7,3,-1,7,-1,-1
COC(=O)C1CCN(S(=O)(=O)c2ccc(Br)s2)CC1,-4,·,·,0.7,0,·,0,0,5
O=C1CCC(C(=O)OCc2ccccc2)N1 (configuration not stated),2,6,-2,-2.9,-8,5,0,-2,-2
Brc1ccc(COc2cccc3cccnc23)cc1,-2,1,0,-0.4,-5,8,3,2,0
C=Cn1cc[n+](CC(=O)c2ccc(Cl)cc2)c1,14,1,1,2.2,5,-2,0,-2,11
CCOC(=O)c1cc(-c2ccccc2)sc1NC(=O)C(C)OC(=O)c1cccnc1OCC (configuration not stated),1,-2,-6,4.1,5,-3,0,-3,-13
COc1ccc(-c2nnn(-c3ccc(Cl)cc3Cl)c2N)cc1,3,-1,-3,0.8,-4,3,0,3,1
CC(=O)c1cc(C(=O)NC2CCCc3c2cnn3-c2cc(C)cc(C)c2)[nH]n1 (configuration not stated),-4,4,7,0.1,4,2,2,3,2
CC1=C(C#N)C(c2ccc3ncccc3c2)C(C#N)=C(C)N1,-1,-1,-1,0.2,6,4,0,-1,4
O=C(OCC(=O)N1CCCc2ccccc21)C1CCN(S(=O)(=O)c2cccs2)CC1,-10,0,12,0.5,2,0,2,-4,-9
COc1ccc(CC2(CO)CCN(S(=O)(=O)N(C)C)CC2)cc1,6,-2,-3,-0.2,-2,-5,0,4,-1
Cc1cc(C(=O)N/N=C/c2cc(Br)ccc2OC(=O)c2ccc(Br)cc2)n[nH]1,-3,-1,6,-1.0,0,3,0,-1,6
Cn1c(=O)c(=O)n(C)c2cc(S(=O)(=O)N3CCN(C4CCCCC4)CC3)ccc21,4,3,17,-2.4,1,-3,0,-3,8
COC(=O)C(CCSC)NC(=O)C(NC(=O)C1CCC(C)CC1)C(C)C (configuration not stated),1,-2,-10,-2.2,-5,1,0,3,2
